Screens (PubChem)
RGS4-Gao reg – human RGS4-Galphao interaction regulation | Multiplexed bead flow cytometry, RGS4-Galphao binding; actives lie on both sides | binding response (% of control), % at 10 µM | 220,000 compounds, 0.33% hits | AID 1415; in the data active = binding response below about 49% or above about 150%; inactive = in between;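 also: fluorescent Galphao activated with aluminum fluoride binding bead-coupled RGS4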
Target sequence (P09471 whole entry, looked up): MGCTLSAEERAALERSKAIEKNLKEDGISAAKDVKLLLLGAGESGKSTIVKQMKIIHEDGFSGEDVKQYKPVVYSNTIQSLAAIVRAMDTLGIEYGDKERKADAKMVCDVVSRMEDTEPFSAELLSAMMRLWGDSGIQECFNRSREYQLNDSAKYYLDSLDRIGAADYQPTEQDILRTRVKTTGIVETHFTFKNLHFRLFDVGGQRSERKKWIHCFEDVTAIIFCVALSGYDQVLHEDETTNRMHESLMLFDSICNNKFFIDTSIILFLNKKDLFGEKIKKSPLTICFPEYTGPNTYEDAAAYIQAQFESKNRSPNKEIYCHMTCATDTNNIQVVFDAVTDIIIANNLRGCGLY
GSH bead fluor – compound fluoresces at 488/530 nm on GSH beads | GSH beads flow cytometry, compound fluorescence 488/530 nm; active compounds read high | fluorescence (KMESF) at 10 µM | 190,000 compounds, 0.25% hits; in the data active = fluorescence above about 89;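 also: glutathione beads carrying GST-tagged Bcl family fusion proteins plus one bare bead set; values are compound well signal with DMSO vehicle wells as background; inactives centre near 16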
Bcl-W Bim block – disrupts Bim peptide binding to human Bcl-W. 190,000 compounds, 0.02% hits. inhibition, % at 10 µM. bead-based flow cytometry;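 also: 0% = bound tracer without compound and 100% = peptide blocker; higher means less fluorescent Bim peptide bound to Bcl-W beads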
Target sequence (Q92843 whole entry, looked up): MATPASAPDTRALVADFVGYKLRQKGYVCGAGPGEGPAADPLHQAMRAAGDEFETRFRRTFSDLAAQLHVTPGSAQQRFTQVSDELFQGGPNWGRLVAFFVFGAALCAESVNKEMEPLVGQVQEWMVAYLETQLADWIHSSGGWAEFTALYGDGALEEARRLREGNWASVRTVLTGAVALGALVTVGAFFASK
RGS7-Gao reg – modulates binding of RGS7 to human Galphao | P09471 | Multiplexed bead flow cytometry; actives lie on both sides | binding response (% of control), % at 10 µM | 220,000 compounds, 0.35% hits | AID 1439; in the data active = binding response below about 49% or above about 150%; inconclusive = no clear call, values can overlap the other calls; inactive = in between;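 also: fluorescent Galphao held in activated GDP-AlF4 state binding bead-coupled RGS7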
ABCG2 block – human ABCG2 inhibition, ABCB1 as counter-screen; IgMXP3 cells, JC-1 efflux, flow cytometry; inhibition, % at 6.6 µM; 190,000 compounds, 0.1% hits; Q9UNQ0;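 active = inhibition above 80%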;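 also: 0% = DMSO and 100% = nicardipine control wells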
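Read-out basis: Efflux inhibition in percent versus controls | Test system: ABCG2 IgMXP3 and barcoded ABCB1 CCRF-Adr cell mix | Quantity: 3 million cells/mL in well | Schedule: 10 min at 25 °C | Control set: Nicardipine as high control, DMSO as low control | Reagent: JC-1 as fluorescent efflux pump substrate | Signal: Flow cytometry of retained JC-1 fluorescence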
Bim-Bcl-XL – human Bim-Bcl-XL interaction inhibition. Q07817. Bim peptide-Bcl-XL binding, bead flow cytometry, fluorescence. inhibition, % at 10 µM. 190,000 compounds, 0.04% hits. AID 1007
Target sequence (Q07817 whole entry, looked up): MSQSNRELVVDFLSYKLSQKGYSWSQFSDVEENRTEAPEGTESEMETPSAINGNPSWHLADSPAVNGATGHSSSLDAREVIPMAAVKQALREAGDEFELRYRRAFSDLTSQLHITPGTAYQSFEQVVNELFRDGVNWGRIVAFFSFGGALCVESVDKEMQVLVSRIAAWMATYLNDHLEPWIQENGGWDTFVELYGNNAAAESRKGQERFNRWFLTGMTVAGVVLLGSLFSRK
Bfl-1 Bim block – inhibitors of Bim-Bfl-1 interaction, human | AID 1008 | inhibition, % at 10 µM | 190,000 compounds, 0.12% hits | Q16548 | Bead-based flow cytometry, Bim-Bfl-1 binding inhibition;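 also: 0% = wells without compound plus tracer and 100% = blocker peptide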
ABCB1 block – human ABCB1 inhibition, ABCG2 as counter-screen | P08183 | CCRF-Adr cells, JC-1 efflux, flow cytometry | inhibition, % at 6.6 µM | 190,000 compounds, 0.067% hits; in the data active = inhibition above about 40%;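 also: 0% = vehicle and 100% = reference inhibitor; higher value means more JC-1 retained so stronger ABCB1 efflux block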
Bim-Bcl-2 – disrupts Bim peptide binding to human Bcl-2; P10415; Bead-based flow cytometry, Bim peptide-Bcl-2 binding; inhibition, % at 10 µM; 190,000 compounds, 0.06% hits; in the data active = inhibition above about 40%; inconclusive = no clear call, values can overlap the other calls;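 also: 0% = no compound wells with probe peptide and 100% = reference peptide inhibitor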
Target sequence (P10415 whole entry, looked up): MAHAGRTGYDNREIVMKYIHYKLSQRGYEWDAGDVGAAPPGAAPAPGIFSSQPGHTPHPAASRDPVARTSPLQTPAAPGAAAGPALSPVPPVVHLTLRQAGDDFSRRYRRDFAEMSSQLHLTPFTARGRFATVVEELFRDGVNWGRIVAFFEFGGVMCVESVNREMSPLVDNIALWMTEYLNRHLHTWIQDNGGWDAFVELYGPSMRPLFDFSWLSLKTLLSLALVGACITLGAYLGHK
Avidin fluor – compound fluoresces at 488/530 nm on avidin beads; compound fluorescence 488/530 nm, flow cytometry; active compounds read high; 220,000 compounds, 0.38% hits; fluorescence (KMESF) at 10 µM; in the data active = fluorescence above about 47; also: inactives centre near 10
Bim-Bcl-B – inhibitors of Bim-Bcl-B interaction, human. Q9HD36. 190,000 compounds, 0.073% hits. bead-based flow cytometry, Bim peptide-Bcl-B binding. inhibition, % at 10 µM;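 also: 0% = tracer peptide without compound and 100% = reference inhibitor peptide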
* = called active by the depositor; u = inconclusive. Rule as the data show it, unless noted: active = inhibition above about 40%. The order is random. Share with any hit: about 1.3%.

SMILES	RGS4-Gao reg	GSH bead fluor	Bcl-W Bim block	RGS7-Gao reg	ABCG2 block	Bim-Bcl-XL	Bfl-1 Bim block	ABCB1 block	Bim-Bcl-2	Avidin fluor	Bim-Bcl-B
COc1ccc(Cn2c(SCc3ccc(C)cc3)nc3cc(OC)c(OC)cc3c2=N)cc1Cl	107	33	-1	106	5	0	0	17	8	8	-8
COc1cccc(/C=N/NC(=O)c2ccccc2)c1OS(=O)(=O)c1ccccc1	91	7	0	89	9	-3	0	1.1	2	9	-2
Cc1ccc(C(=O)Nc2ccn(Cc3ccc(F)cc3)n2)o1	98	14	-2	101	-1	-5	-1	-2.3	-4	22	-6
CCOC(=O)CNC(=O)CSc1ncnc2c1cnn2-c1ccc(OC)cc1	105	36	-3	107	31	-11	-18	0.8	-12	23	-10
COC(=O)c1c(NC(=O)CN2CCOCC2)sc2c1CCC(C)C2 (stereo not given)	98	61	5	103	11	-5	-11	1.9	-9	12	-2
Cc1ccccc1Nc1nc(N)nc(CSc2ccccc2)n1	103	11	-1	103	20	-7	-9	-0.2	-8	13	-8
O=C(COc1ccc([N+](=O)[O-])cc1)Nc1ccccc1N1CCCC1	105	10	-5	102	7	-5	-7	1.4	-4	3	-3
Cc1cc(C(F)(F)F)nc(SCC(=O)c2cccc([N+](=O)[O-])c2)n1	106	14	0	109	1	-2	-9	0.0	-4	8	-6
COc1cc2nc(SCc3c(C)noc3C)n(CCC3=CCCCC3)c(=O)c2cc1OC	114	59	-3	104	7	1	-3	9.6	-4	2	-5
CN1CCN(NC(=S)Nc2ccc(OC(F)F)cc2)CC1	102	12	-3	u	10	-3	-3	0.0	-1	12	-8

Two records drawn at random from the list so far:
SMILES	RGS4-Gao reg	GSH bead fluor	Bcl-W Bim block	RGS7-Gao reg	ABCG2 block	Bim-Bcl-XL	Bfl-1 Bim block	ABCB1 block	Bim-Bcl-2	Avidin fluor	Bim-Bcl-B
COc1ccc(Cn2c(SCc3ccc(C)cc3)nc3cc(OC)c(OC)cc3c2=N)cc1Cl	107	33	-1	106	5	0	0	17	8	8	-8
Cc1cc(C(F)(F)F)nc(SCC(=O)c2cccc([N+](=O)[O-])c2)n1	106	14	0	109	1	-2	-9	0.0	-4	8	-6

Next part
SMILES	RGS4-Gao reg	GSH bead fluor	Bcl-W Bim block	RGS7-Gao reg	ABCG2 block	Bim-Bcl-XL	Bfl-1 Bim block	ABCB1 block	Bim-Bcl-2	Avidin fluor	Bim-Bcl-B
O=C(Oc1oc(-c2ccco2)nc1C=Nc1ccccc1)c1ccoc1	96	13	-8	91	0	-7	6	0.0	-4	20	-12
CCOC(=O)/C=C1\SCC(=O)N1Cc1nnc(-c2ccccc2Br)o1	98	22	-5	101	3	-2	-2	0.4	-5	50*	0
CN1C(=O)/C(=C/c2cc3c(cc2Br)OCO3)NC1=S	101	58	-5	98	-2	-7	-8	-1.0	-4	27	-13
NC(=O)NC(Cc1ccccc1)C(=O)O (stereo not given)	104	16	-4	101	0	-6	-1	0.0	-3	23	-5
CCn1c(SCC(=O)N=Nc2c(O)[nH]c3ccccc23)nnc1-c1ccc(C(C)(C)C)cc1	104	16	-2	107	2	-4	-14	0.7	-7	17	-4
CCC(=O)Nc1ccc(S(=O)(=O)Nc2cccc(C)c2)cc1OC	102	19	-4	102	1	-8	-3	0.3	-2	34	-8
CCOC(=O)C1(CCOC)CCN(C(=O)c2sccc2C)CC1	95	9	14	99	2	0	-2	0.6	0	6	-1
CN(CC(=O)NCc1ccccn1)S(=O)(=O)c1ccc(Cl)cc1	98	21	1	99	0	-3	0	0.1	2	40	-1
CNC(=O)c1c(C)nc(SCC(=O)NCc2ccc(OC)cc2)c(C#N)c1-c1ccco1	102	30	-3	99	0	-11	-8	0.0	-6	7	-7
CCO[C@@H]1OC(C(=O)N2CCN(Cc3ccc4c(c3)OCO4)CC2)=C[C@H](c2csc3ccccc23)[C@H]1CCCO	104	17	0	100	3	0	-3	2.4	-5	7	-2
CC(/C=N/n1cnnc1)=C\c1ccccc1	104	28	-3	102	10	-9	-13	-0.8	-9	13	-5
COc1ccc(CC(=O)OCC(=O)Nc2ccc3c(c2)OCO3)cc1	103	17	1	u	23	-1	-4	0.9	-2	9	-6
Cc1cccc(C)c1NC(=S)NCCSc1ccc(Cl)cc1	100	22	0	103	9	-4	0	0.6	0	6	-9
C#CCOCCOCCOCCNc1nc(N2CCN(C(=O)[C@H]([C@@H](C)CC)n3cc([C@@H](N)CC(C)C)nn3)CC2)nc(N2CCN(C(=O)[C@H]([C@@H](C)CC)n3cc([C@@H](N)CC(C)C)nn3)CC2)n1	102	19	-1	100	-1	-2	-6	-0.2	0	6	-3
CCOc1ccc(N(CC(=O)NCC2CCCO2)S(=O)(=O)c2ccc(SC)cc2)cc1 (stereo not given)	101	13	-2	100	4	-4	-11	2.1	-10	9	-7
Cc1ccc(-c2noc(CCC(=O)NC3CCCc4ccccc43)n2)cc1 (stereo not given)	94	41	4	94	2	-7	-13	0.6	-7	7	-10
Cc1ccc(-c2cc3nc(-c4ccccc4)cc(N4CCC5(CC4)OCCO5)n3n2)cc1	107	15	-4	98	4	-7	-3	0.6	-4	8	-10
Cc1cc(/C=C2/SC(=S)N(c3ccc([N+](=O)[O-])cc3)C2=O)c(C)n1-c1cccnc1	95	18	14	101	-2	3	22	0.3	13	3	-10
O=C(NNC1CC(c2ccccc2)=NN1C(=O)c1ccccc1)c1ccccc1 (stereo not given)	105	17	-4	119	2	-5	6	0.9	3	10	0
Brc1ccc(N=C/C=C/C=C/Nc2ccc(Br)cc2)cc1	96	8	-2	97	1	-4	0	0.4	-2	23	-4
CCC(=O)Nc1ccc(Cl)c(NC(=O)c2ccc([N+](=O)[O-])cc2)c1	100	9	-4	98	27	-6	-9	1.1	-5	14	-7
O=C(NC1CC1)C1=C[C@H](C2CC2)C[C@H](OCCCCO)O1	106	16	-2	108	2	0	1	0.2	-6	5	1
O=C1c2ccccc2C(=O)N1C/C=C/c1ccccc1	102	23	0	98	1	-5	-11	0.7	-6	17	-5
Cc1ccc(NC(=O)CN2CC(C)SC2=NC2CCCCC2)cc1 (stereo not given)	105	24	-2	99	5	1	0	1.5	-4	9	-5
COc1cccc(N2CCN(C(=O)CCNS(=O)(=O)c3ccc4c(c3)c(=O)n(C)c(=O)n4C)CC2)c1	94	10	0	97	2	2	-2	0.2	0	11	2
COCCNC(=O)c1cc(-c2ccc(OC)c(OC)c2)on1	104	35	-3	101	0	-1	-12	-2.1	-5	6	-10
CCOc1cc2c3c(c1)C1(Nc4ccccc4S1)C(=O)N3C(C)(C)CC2C (stereo not given)	99	10	0	95	1	-1	-3	0.1	-4	9	-13
CCOC(=O)C(C(=O)OCC)N(C#N)c1nc(OC)nc(N(C)C)n1	93	12	0	88	2	-6	-15	0.3	-10	8	-8
COc1ccc(OC)c(NS(=O)(=O)Cc2ccccc2)c1	86	7	22	83	1	20	20	0.2	22	17	36
Cn1c(NC(=O)/C=C/c2c(F)cccc2Cl)cc(=O)n(C)c1=O	100	14	-4	97	6	-1	-4	0.7	-2	11	-3
O=C(NCC1(c2ccccc2)CCOCC1)c1cccs1	102	18	1	u	1	0	-4	0.6	1	10	-1
Cc1ccc(-n2c3c(c(=O)[nH]c2=O)C(C(F)(F)F)(C(F)(F)F)NC(=O)N3)cc1	101	23	1	105	0	-1	-2	-0.1	0	4	-1
CCc1ccccc1NC1Nc2cc(C)nn2S1 (stereo not given)	104	15	-2	99	2	-3	-3	0.4	-1	11	-14
COC(=O)c1nnn(-c2nonc2N)c1COc1ccc(C=O)cc1OC	99	8	-3	100	4	-5	-6	0.7	-4	2	-3
COc1cc(-c2nc(CN3CCN(CC(C)C)C(=O)[C@@H]3C)c(C)o2)ccc1F	101	13	-1	100	0	-2	-7	0.1	-2	12	-6
COc1ccc(CCC(C)Nc2ccc(F)c(F)c2)cc1 (stereo not given)	103	10	-3	103	10	-7	-2	1.4	-1	7	-6
CCOC(=O)N1CCN(C2OC(=O)c3ccccc32)CC1 (stereo not given)	96	21	3	93	2	1	0	0.3	0	16	2
S=C(Nc1ccc2cn[nH]c2c1)Nc1ccc(Cl)cc1Cl	101	10	0	101	0	-1	1	-0.4	-2	21	-7
COCCNC(=O)C1CC(c2ccc([N+](=O)[O-])cc2)=NO1 (stereo not given)	99	22	-6	96	12	-11	-14	0.7	-5	20	-6
Cc1ccc(SCc2nnc(N)s2)cc1	106	10	1	104	-1	0	-2	-0.1	-2	31	-1
COc1ccc2[nH]c(=O)c(CN(CC3CCCO3)S(=O)(=O)c3ccccc3)cc2c1 (stereo not given)	95	11	-1	97	5	-4	-7	3.4	-2	3	-2
CC1(C)Cc2c(sc3nc4n(c(=N)c23)CCC4)CO1	93	4	-2	93	1	0	0	-0.2	0	4	-1
CC(=O)c1cccc(NC(=O)COC(=O)COc2ccc(Cl)cc2)c1	103	15	-3	99	3	-1	-3	-0.1	-5	11	-4
CCOC(=O)c1cc(CC)sc1N1C(=O)CC(Sc2ccccc2C(=O)O)C1=O (stereo not given)	102	17	-1	u	8	-11	-8	0.7	-4	13	1
O=C(CCc1nnc(CCCCc2ccccc2)o1)N1CCC(N2CCCC2)CC1	99	16	-2	102	3	-8	-5	0.3	-4	10	-3
CSc1ccccc1NC(=O)c1cc2ncc(Br)cn2n1	101	21	-1	113	8	-3	0	-0.1	0	3	-2

Of the compounds above, these have fluorine.
SMILES	RGS4-Gao reg	GSH bead fluor	Bcl-W Bim block	RGS7-Gao reg	ABCG2 block	Bim-Bcl-XL	Bfl-1 Bim block	ABCB1 block	Bim-Bcl-2	Avidin fluor	Bim-Bcl-B
Cc1ccc(C(=O)Nc2ccn(Cc3ccc(F)cc3)n2)o1	98	14	-2	101	-1	-5	-1	-2.3	-4	22	-6
Cc1cc(C(F)(F)F)nc(SCC(=O)c2cccc([N+](=O)[O-])c2)n1	106	14	0	109	1	-2	-9	0.0	-4	8	-6
CN1CCN(NC(=S)Nc2ccc(OC(F)F)cc2)CC1	102	12	-3	u	10	-3	-3	0.0	-1	12	-8
Cn1c(NC(=O)/C=C/c2c(F)cccc2Cl)cc(=O)n(C)c1=O	100	14	-4	97	6	-1	-4	0.7	-2	11	-3
Cc1ccc(-n2c3c(c(=O)[nH]c2=O)C(C(F)(F)F)(C(F)(F)F)NC(=O)N3)cc1	101	23	1	105	0	-1	-2	-0.1	0	4	-1
COc1cc(-c2nc(CN3CCN(CC(C)C)C(=O)[C@@H]3C)c(C)o2)ccc1F	101	13	-1	100	0	-2	-7	0.1	-2	12	-6
COc1ccc(CCC(C)Nc2ccc(F)c(F)c2)cc1 (stereo not given)	103	10	-3	103	10	-7	-2	1.4	-1	7	-6
